CHO-K1 Ca PAM: nonselective activator or artifact in parental CHO-K1 calcium assay | activation, % at 3 µM | ATP EC20, Fluo-8 calcium fluorescence; 0% at ATP EC20, 100% at ATP max | 360,000 tested, 0.02% active;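 active = activation above the run cutoff, the mean activation of all test compounds plus 3 SD, cut at about 40% in these data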;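 also: peak over basal fluorescence ratio in a 140 s read after ATP addition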
CHO parental Ca: counter-screen: ATP calcium response change in parental CHO cells | parental CHO-K1, ATP-induced calcium, Fluo-8 fluorescence | inhibition, % at 5.6 µM | 330,000 tested, 0.63% active;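 active = inhibition above that plate's mean sample inhibition plus 3 SD, cut at about 26% in these data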;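 also: 0% = ATP-challenged DMSO wells and 100% = DMSO wells without ATP; some compounds past the cut are filed as inactive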
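Test system: parental CHO cells; detection: calcium-sensitive Fluo-8 fluorescence; evaluation: percent inhibition of calcium signal; also added: ATP as calcium-mobilizing challenge; repeats: one well per compound; control set: ATP-challenged DMSO wells low, unchallenged DMSO wells high; compound: single nominal dose of 5.6 µM per compound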
M1 antag: antagonists of human M1 muscarinic receptor. P11229. CHO-K1 hM1, Fluo-8 calcium fluorescence, ACh EC80 antagonist. inhibition, % at 3 µM. 360,000 tested, 1.3% active. AID 588852;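 active = percent inhibition above its own plate's cutoff, namely the mean of that plate's compound wells plus 3 SD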;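 also: peak over basal fluorescence ratio during 140 s after agonist addition; 0% = ACh EC80 plus DMSO and 100% = DMSO alone without agonist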
TAAR1 antag: antagonists of human TAAR1. Q96RJ0. CHO RD-HGA16 TAAR1, Fluo-8 calcium fluorescence, antagonist. inhibition, % at 3 µM. 360,000 tested, 1.5% active. AID 624466;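 active = inhibition above a per-plate cutoff, the mean inhibition of test compounds on that plate plus 3 SD, cut at about 49% in these data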;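 also: 0% = DMSO plus EC80 beta-PEA response and 100% = DMSO alone without agonist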
Target sequence (Q96RJ0 whole entry, looked up): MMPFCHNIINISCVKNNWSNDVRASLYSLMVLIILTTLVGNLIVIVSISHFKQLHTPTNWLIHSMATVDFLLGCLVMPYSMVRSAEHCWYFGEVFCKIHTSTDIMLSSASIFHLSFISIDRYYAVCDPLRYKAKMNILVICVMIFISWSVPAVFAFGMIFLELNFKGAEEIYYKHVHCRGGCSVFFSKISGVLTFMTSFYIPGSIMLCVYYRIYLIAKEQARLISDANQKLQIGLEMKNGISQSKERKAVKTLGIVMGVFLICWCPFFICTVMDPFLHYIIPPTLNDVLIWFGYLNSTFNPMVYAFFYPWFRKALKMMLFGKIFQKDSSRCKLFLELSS
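Test system: hTAAR1-expressing CHO RD-HGA16 cells, Gα16-coupled; Probe or stimulus: EC80 β-phenethylamine stimulus; Compound dosing: single nominal final test compound concentration of 3 µM; Timing: 140 s kinetic read after compound, 140 s after agonist; Signal: Fluo-8 calcium-sensitive fluorescence; Measure: % inhibition of agonist calcium response; Controls: DMSO and EC80 PEA controls.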
CHO-K1 Ca antag: M1 antagonist counterscreen hit in parental CHO-K1 cells | ATP-induced calcium, Fluo-8 fluorescence | inhibition, % at 3 µM | 360,000 tested, 0.6% active | AID 602250;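 active = inhibition above a per-plate cutoff, the plate's mean sample inhibition plus 3 SD, cut at about 24% in these data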;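 also: 0% = DMSO plus EC80 ATP and 100% = DMSO alone without ATP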
TAAR1 ag: agonists of human TAAR1; AID 624467; CHO RD-HGA16 TAAR1, Fluo-8 calcium fluorescence; vehicle wells 0%, saturating PEA agonist 100%; Q96RJ0; 360,000 tested, 0.99% active; activation, % at 3 µM;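 active = activation above the mean activation of all test compounds in the run plus 3 SD, cut at about 38% in these data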
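Assay system – CHO-derived RD-HGA16 cells with stable Gα16 and human TAAR1 · Compound dosing – one-point dosing at 3 µM (nominal) · Incubation – 17-24 h seeding, 75 min 37 °C dye, 30 min RT · Measured by – kinetic Fluo-8 calcium fluorescence · Control set – DMSO vehicle as 0%, PEA at EC100 as 100% · Repeats – single well for each compound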
OXTR potentiator: potentiates the human oxytocin receptor response; P30559; CHO-OTR cells, Fluo-8 calcium fluorescence, potentiator mode; 0% = oxytocin EC15, 100% = EC100; activation, % at 3 µM; 320,000 tested, 0.061% active; AID 2445;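 active = activation above that plate's cutoff, the mean activation of tested compounds plus 3 SD, cut at about 6.6% in these data, passing the limit was not always enough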;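 also: 100% uses oxytocin at 75 nM as the full agonist control; some results filed as inactive read as strong as hits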
Target sequence (P30559 whole entry, looked up): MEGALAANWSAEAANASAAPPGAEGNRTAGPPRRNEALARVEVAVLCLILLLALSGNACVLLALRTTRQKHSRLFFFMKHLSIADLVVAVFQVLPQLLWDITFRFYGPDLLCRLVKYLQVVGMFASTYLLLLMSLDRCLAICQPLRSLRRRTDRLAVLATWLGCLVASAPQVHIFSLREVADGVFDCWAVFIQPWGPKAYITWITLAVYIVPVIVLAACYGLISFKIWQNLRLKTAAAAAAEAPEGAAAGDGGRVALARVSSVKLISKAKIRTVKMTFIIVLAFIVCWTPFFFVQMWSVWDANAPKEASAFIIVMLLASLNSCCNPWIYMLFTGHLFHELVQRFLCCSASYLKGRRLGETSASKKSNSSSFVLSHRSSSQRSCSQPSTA
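Assay system: CHO cell line stably expressing human OTR | Also added: Oxytocin at about EC15, sub-maximal agonist stimulus | Times: Compound 6 min at room temperature before oxytocin, 100 s read | Measured by: Fluo-8 intracellular calcium fluorescence, ex 470-495, em 515-575 nm | Controls: EC15 oxytocin alone as 0%, 75 nM oxytocin as 100%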
CHO-K1 Ca ag: nonselective activator or artifact in parental CHO-K1 cells. activation, % at 3 µM. 360,000 tested, 0.48% active. Fluo-8 calcium fluorescence; scaled to maximal ATP response, vehicle zero. AID 602248; in the data active = activation above about 15%;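 also: untransfected CHO-K1 host cells lacking M1 receptor as counterscreen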
M1 ag: human M1 muscarinic receptor agonism; P11229; 360,000 tested, 0.33% active; CHO-K1 hM1, Fluo-8 calcium fluorescence, agonist mode; 0% DMSO, 100% acetylcholine EC100; activation, % at 3 µM;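 active = activation above the run's mean compound activation plus 3 SD, cut at about 16% in these data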;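 also: peak over basal fluorescence ratio within a 140 s kinetic read after compound addition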
Starred values were filed as active, the others as inactive.

For Cc1cccc(NS(=O)(=O)c2ccc(C)c(C(=O)NCC(c3cccs3)N3CCOCC3)c2)c1 (stereo not given) the results were CHO-K1 Ca PAM -2, M1 antag -6, TAAR1 antag 10, CHO-K1 Ca antag -21, TAAR1 ag 4, CHO-K1 Ca ag 1.3 and M1 ag -6.
For Cc1ccc(N2C(=O)C3CCCN3C2=S)cc1Cl (stereo not given) the results were CHO-K1 Ca PAM 3, CHO parental Ca -4, M1 antag -6, TAAR1 antag -21, CHO-K1 Ca antag -5, TAAR1 ag 3, OXTR potentiator -19, CHO-K1 Ca ag 6.6 and M1 ag -3.
Screening Cc1csc(SCc2ccc(C(=O)O)cc2)n1 returned CHO-K1 Ca PAM 15, CHO parental Ca 3, M1 antag -4, TAAR1 antag -1, CHO-K1 Ca antag -13, TAAR1 ag 3, OXTR potentiator -2, CHO-K1 Ca ag 0.2 and M1 ag -6.
`CCOC(=O)C1CCN(S(=O)(=O)c2ccc(Cl)nc2)CC1` gave CHO-K1 Ca PAM -8, CHO parental Ca -3, M1 antag 28*, TAAR1 antag -7, CHO-K1 Ca antag -5, TAAR1 ag 1, OXTR potentiator -5, CHO-K1 Ca ag 0.7 and M1 ag -4.
For COc1cc(OC)cc(C(=O)N2CCN(C3CCC(C)CC3)CC2)c1 (stereo not given) the results were CHO-K1 Ca PAM -11, M1 antag 31*, TAAR1 antag -7, CHO-K1 Ca antag 0, TAAR1 ag 1, CHO-K1 Ca ag 0.2 and M1 ag -8.
`O=C(NCc1ccco1)C1CCN(C(=O)c2ccc([N+](=O)[O-])cc2)CC1` gave CHO-K1 Ca PAM -1, CHO parental Ca 2, M1 antag -11, TAAR1 antag -11, CHO-K1 Ca antag -9, TAAR1 ag 1, OXTR potentiator 0, CHO-K1 Ca ag 0.0 and M1 ag -1.
`CCc1nn2cc(C(=O)c3cc(C)ccc3O)cnc2c1-c1ccc(F)cc1` gave CHO-K1 Ca PAM 13, CHO parental Ca -6, M1 antag -7, TAAR1 antag 0, CHO-K1 Ca antag -1, TAAR1 ag 10, OXTR potentiator -13, CHO-K1 Ca ag 0.3 and M1 ag -3.
COc1ccccc1N1CCN(C2CCCN(C(=O)c3ccoc3)C2)CC1 (stereo not given) was read as CHO-K1 Ca PAM 21, CHO parental Ca -25, M1 antag -16, TAAR1 antag -25, CHO-K1 Ca antag -19, TAAR1 ag 9, OXTR potentiator -5, CHO-K1 Ca ag 0.1 and M1 ag -4.
For COc1cc(/C=C/C(=O)O)cc(Br)c1O the results were CHO-K1 Ca PAM 6, CHO parental Ca -15, M1 antag -6, TAAR1 antag -12, CHO-K1 Ca antag -11, TAAR1 ag 1, OXTR potentiator -2, CHO-K1 Ca ag 0.3 and M1 ag -2.
Screening O=C(COc1ccccc1)Nn1c(-c2ccccc2)nc2ccccc2c1=O returned CHO-K1 Ca PAM 0, CHO parental Ca -13, M1 antag 4, TAAR1 antag -3, CHO-K1 Ca antag 4, TAAR1 ag 0, OXTR potentiator -7, CHO-K1 Ca ag 2.4 and M1 ag -4.
Screening CCOc1ccc(OCC)c(NC(=O)C2CCCN2S(=O)(=O)c2cccc3cccnc23)c1 (stereo not given) returned CHO-K1 Ca PAM 26, CHO parental Ca 9, M1 antag -13, TAAR1 antag 5, CHO-K1 Ca antag -6, TAAR1 ag -2, OXTR potentiator -1, CHO-K1 Ca ag 0.5 and M1 ag 1.
`CC(C)C[C@@H](CNCC(=O)[C@H](CC(C)C)NC(=O)c1[nH]cnc1C(=O)N[C@@H](C)CN)NC(=O)c1nc[nH]c1C(=O)N[C@@H](C)C(=O)O` gave CHO-K1 Ca PAM 12, M1 antag -4, TAAR1 antag 1, CHO-K1 Ca antag -6, TAAR1 ag 1, CHO-K1 Ca ag 0.7 and M1 ag -3.
For Cc1ccccc1NC(=O)Cc1nc(COC(=O)c2ccc(Cl)c(S(N)(=O)=O)c2)cs1 the results were CHO-K1 Ca PAM -13, CHO parental Ca -20, M1 antag 1, TAAR1 antag 4, CHO-K1 Ca antag -1, TAAR1 ag 3, OXTR potentiator -10, CHO-K1 Ca ag 3.9 and M1 ag 1.
O=S(=O)(Nc1ccc(N2CCCCC2)cc1)c1ccc(F)c(F)c1 was read as CHO-K1 Ca PAM 27, CHO parental Ca -12, M1 antag 2, TAAR1 antag 14, CHO-K1 Ca antag -16, TAAR1 ag 3, OXTR potentiator -6, CHO-K1 Ca ag 6.8 and M1 ag -13.
For COc1ccc(OC)c(CN2C(=O)c3ccccc3C2c2nnnn2-c2c(C)cccc2C)c1 (stereo not given) the results were CHO-K1 Ca PAM 27, TAAR1 antag -21, CHO-K1 Ca antag -19, TAAR1 ag 0 and CHO-K1 Ca ag 0.6.
Screening Cc1ccc(C)c(N2CCN(S(=O)(=O)c3ccc4c(c3)NC(=O)CS4)CC2)c1 returned CHO-K1 Ca PAM -2, CHO parental Ca -9, M1 antag 3, TAAR1 antag 18, CHO-K1 Ca antag 1, TAAR1 ag -1, OXTR potentiator -12, CHO-K1 Ca ag 0.8 and M1 ag -6.
For O=C(/C=C/c1ccc2ccccc2c1)c1ccoc1 the results were CHO-K1 Ca PAM 17, CHO parental Ca 1, M1 antag 2, TAAR1 antag 8, CHO-K1 Ca antag -2, TAAR1 ag -3, OXTR potentiator -1, CHO-K1 Ca ag 0.2 and M1 ag -2.
O=C(NCc1ccccc1F)C1CCCN(C(=O)Nc2ccccc2)C1 (stereo not given) was read as CHO-K1 Ca PAM 5, CHO parental Ca -22, M1 antag -20, TAAR1 antag -8, CHO-K1 Ca antag -11, TAAR1 ag 0, OXTR potentiator -25, CHO-K1 Ca ag 1.2 and M1 ag -2.
For Cc1ccc(CNC(=O)C2CCC(=O)N(CCc3cccc(F)c3)C2)s1 (stereo not given) the results were CHO-K1 Ca PAM 11, M1 antag -12, TAAR1 antag 2, CHO-K1 Ca antag 3, TAAR1 ag 0, CHO-K1 Ca ag 0.0 and M1 ag -1.
COc1ccc(CCN=C(N)NS(=O)(=O)c2ccc(C)c(C)c2)cc1OC was read as CHO-K1 Ca PAM 0, CHO parental Ca -9, M1 antag -5, TAAR1 antag -22, CHO-K1 Ca antag -6, TAAR1 ag 3, OXTR potentiator 4, CHO-K1 Ca ag 0.4 and M1 ag -3.
For COc1ccccc1N(CC(=O)NC1CCCC1)S(=O)(=O)c1cccc(C(F)(F)F)c1 the results were CHO-K1 Ca PAM 9, M1 antag -2, TAAR1 antag -11, CHO-K1 Ca antag -4, TAAR1 ag 0, CHO-K1 Ca ag -0.5 and M1 ag -5.
Screening O=C(CSc1nc(-c2ccco2)cc(C(F)(F)F)n1)NC1CCCC1 returned CHO-K1 Ca PAM 5, CHO parental Ca 3, M1 antag -3, TAAR1 antag -8, CHO-K1 Ca antag 24*, TAAR1 ag -1, OXTR potentiator -4, CHO-K1 Ca ag 1.6 and M1 ag 3.
Screening COCCn1c(SCC(=O)Nc2ccc(Cl)c(S(=O)(=O)N(C)C)c2)nc2ccccc21 returned CHO-K1 Ca PAM -2, CHO parental Ca -13, M1 antag 9, TAAR1 antag 16, CHO-K1 Ca antag 6, TAAR1 ag 11, OXTR potentiator -18, CHO-K1 Ca ag 3.0 and M1 ag 1.
For CCOc1ccc(NC(=O)Nc2ccc3nsnc3c2)cc1 the results were CHO-K1 Ca PAM -3, CHO parental Ca 2, M1 antag 3, TAAR1 antag 29, CHO-K1 Ca antag 16, TAAR1 ag 22, OXTR potentiator -16, CHO-K1 Ca ag 15 and M1 ag 3.
`CC1(C)Cc2c(cnn2-c2ccccc2)C(NC(=O)CCCN2CCCC2=O)C1` (stereo not given) gave CHO-K1 Ca PAM 10, CHO parental Ca -11, M1 antag -12, TAAR1 antag -11, CHO-K1 Ca antag -15, TAAR1 ag 1, OXTR potentiator -1, CHO-K1 Ca ag 0.5 and M1 ag -2.
Cc1cnc(NC(=O)Cc2ccc(C)c(C)c2)s1 was read as CHO-K1 Ca PAM -1, CHO parental Ca -15, M1 antag -4, TAAR1 antag 1, CHO-K1 Ca antag -15, TAAR1 ag 0, OXTR potentiator -2, CHO-K1 Ca ag 0.2 and M1 ag -4.
`COc1cc(OC)nc(NC(=O)CSc2nc3ccccc3o2)n1` gave CHO-K1 Ca PAM 5, CHO parental Ca 2, M1 antag -1, TAAR1 antag -3, CHO-K1 Ca antag -18, TAAR1 ag 8, OXTR potentiator -1, CHO-K1 Ca ag 0.1 and M1 ag -3.
Cc1cc(Cl)n2nc(C)c(-c3ccc(Cl)cc3)c2n1 was read as CHO-K1 Ca PAM 4, CHO parental Ca 0, M1 antag 13, TAAR1 antag -8, CHO-K1 Ca antag 3, TAAR1 ag -2, OXTR potentiator 2, CHO-K1 Ca ag -0.8 and M1 ag -6.
For COc1ccccc1Nc1nc2ccccc2[nH]1 the results were CHO-K1 Ca PAM 7, CHO parental Ca -11, M1 antag -24, TAAR1 antag 2, CHO-K1 Ca antag 0, TAAR1 ag 13, OXTR potentiator 0, CHO-K1 Ca ag 1.1 and M1 ag -3.
For Cc1cccc(C)c1NC(=O)CNC(=O)C1CCCN(C(=O)c2ccc(Cl)cc2)C1 (stereo not given) the results were CHO-K1 Ca PAM -18, CHO parental Ca -24, M1 antag 5, TAAR1 antag -12, CHO-K1 Ca antag -12, TAAR1 ag 1, OXTR potentiator 1, CHO-K1 Ca ag 0.2 and M1 ag -2.

Compounds shown so far with an NH in an aromatic ring, in the order listed:
`CC(C)C[C@@H](CNCC(=O)[C@H](CC(C)C)NC(=O)c1[nH]cnc1C(=O)N[C@@H](C)CN)NC(=O)c1nc[nH]c1C(=O)N[C@@H](C)C(=O)O` gave CHO-K1 Ca PAM 12, M1 antag -4, TAAR1 antag 1, CHO-K1 Ca antag -6, TAAR1 ag 1, CHO-K1 Ca ag 0.7 and M1 ag -3.
For COc1ccccc1Nc1nc2ccccc2[nH]1 the results were CHO-K1 Ca PAM 7, CHO parental Ca -11, M1 antag -24, TAAR1 antag 2, CHO-K1 Ca antag 0, TAAR1 ag 13, OXTR potentiator 0, CHO-K1 Ca ag 1.1 and M1 ag -3.

High-throughput results deposited in PubChem BioAssay by The Scripps Research Institute Molecular Screening Center.
